ROC1-CUL1 inh: inhibitors of human ROC1-CUL1 ubiquitin ligase activity; E3 ubiquitin-protein ligase RBX1 (Homo sapiens) + Cullin-1 (Homo sapiens), P62877+Q13616; in vitro K48 di-Ub FRET, acceptor:donor ratio, 45 min; inhibition, % at 10 µM; actives 0.6% (n = 140,000); in the data active means inhibition above about 25%
Target sequence (P62877 whole entry, looked up): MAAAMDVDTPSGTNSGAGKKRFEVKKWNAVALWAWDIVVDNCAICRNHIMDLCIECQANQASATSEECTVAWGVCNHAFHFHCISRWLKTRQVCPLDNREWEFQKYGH
Target sequence (Q13616 whole entry, looked up): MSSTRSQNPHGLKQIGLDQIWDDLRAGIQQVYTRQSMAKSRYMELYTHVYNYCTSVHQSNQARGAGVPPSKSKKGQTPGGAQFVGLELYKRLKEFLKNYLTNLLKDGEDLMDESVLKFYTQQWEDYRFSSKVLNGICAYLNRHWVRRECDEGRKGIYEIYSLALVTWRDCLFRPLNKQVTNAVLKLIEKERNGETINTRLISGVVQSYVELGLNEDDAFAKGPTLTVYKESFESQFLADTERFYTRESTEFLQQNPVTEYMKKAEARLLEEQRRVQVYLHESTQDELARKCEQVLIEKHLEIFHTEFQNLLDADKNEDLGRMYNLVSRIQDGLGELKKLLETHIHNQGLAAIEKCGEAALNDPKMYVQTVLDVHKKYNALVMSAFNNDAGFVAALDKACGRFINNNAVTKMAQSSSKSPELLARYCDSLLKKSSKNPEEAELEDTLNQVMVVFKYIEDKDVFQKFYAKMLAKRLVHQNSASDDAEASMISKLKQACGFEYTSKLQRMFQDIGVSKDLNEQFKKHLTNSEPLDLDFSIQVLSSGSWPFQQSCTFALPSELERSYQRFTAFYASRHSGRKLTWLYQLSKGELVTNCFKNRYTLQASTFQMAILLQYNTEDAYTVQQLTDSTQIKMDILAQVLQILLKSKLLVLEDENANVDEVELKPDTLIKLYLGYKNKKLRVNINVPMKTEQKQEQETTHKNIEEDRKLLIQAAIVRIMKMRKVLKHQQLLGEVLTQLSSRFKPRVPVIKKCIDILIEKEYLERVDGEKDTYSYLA
* = called active by the depositor; & = joins results of further samples. Not all compounds are listed; rates above refer to the full screens.

ROC1-CUL1 inh,structure
0,CCOC(=O)c1cc(C)n(CC2CCC(C(=O)Nc3cccc(C(C)=O)c3)CC2)c1C (stereo unspecified)
9,COc1ccc(F)c(CN2CCCC(O)(CNC3Cc4ccccc4C3)C2=O)c1 (stereo unspecified)
-4,Cc1ccc(C(=O)N2CCCC2)cc1
2,C#CCOc1c(Br)cc(CNc2ccccc2)cc1Br
-5,CCN(CC)CCNC(=O)c1sc2nc(C)cc(C)c2c1-n1cccc1
3,CC(=O)N[C@H]1[C@H](Oc2ccc3ccccc3c2)O[C@@H]2COC(C)(C)O[C@H]2[C@@H]1O
-1,O=C(Nc1ccc(OC(F)(F)F)cc1)C(Cc1ccccc1)NS(=O)(=O)c1cccc2nsnc12 (stereo unspecified)
-5,Cc1cc(N2C(=O)C(=O)C(C(=O)c3ccc(F)cc3)C2c2ccccc2)no1 (stereo unspecified)

Arranged by length of the SMILES (highest first): some entries from above.
ROC1-CUL1 inh,structure
3,CC(=O)N[C@H]1[C@H](Oc2ccc3ccccc3c2)O[C@@H]2COC(C)(C)O[C@H]2[C@@H]1O
9,COc1ccc(F)c(CN2CCCC(O)(CNC3Cc4ccccc4C3)C2=O)c1 (stereo unspecified)
-5,CCN(CC)CCNC(=O)c1sc2nc(C)cc(C)c2c1-n1cccc1
2,C#CCOc1c(Br)cc(CNc2ccccc2)cc1Br

Next part.
ROC1-CUL1 inh,structure
-8,O=C1C2C(C(=O)N1c1ccc3ccccc3c1)C1C=CC2C12CC2 (stereo unspecified)
-5,Cc1cccc(N2CCN(c3nc4ccccc4c4nc(-c5cccnc5)nn34)CC2)c1C
3,CCOC(=O)c1c(NC(=O)c2cc(CC)on2)sc(C)c1C
-4,CN1N=Nc2ccc(Br)cc2C1c1ccccc1 (stereo unspecified)
9,Cc1ccccc1CN1CCC(N2CCC(C(=O)NC3CCCCCC3)CC2)CC1
4,CC1(C)OC(C)(C)C2C=Nc3ccccc3N=C21 (stereo unspecified)
-8,Cc1ccc(CNC(=O)CSCc2nc(-c3cccc(C)c3)oc2C)cc1
0,CCOc1cc(C2C(C(=O)c3ccc(OC)cc3)C(=O)C(=O)N2c2ccc(C)c(Br)c2)ccc1O (stereo unspecified)
3,CCc1cccc(C)c1NC(=O)CSc1nnc(-c2cc3cccc(OC)c3o2)n1C
5,Cn1nccc1C(=O)Nc1ccc(CC#N)cc1
8,COc1ccc(OC)c(C2C3=C(N=c4s/c(=C/c5ccc(OCc6ccc7c(c6)OCO7)cc5)c(=O)n42)c2ccccc2CC3)c1 (stereo unspecified)
3,CN(C)c1ccc(-n2c(CCC(=O)O)ccc2-c2ccccc2)cc1
3,Cc1c(CC(C)C)c(=O)oc2cc(OC(C)C(=O)O)ccc12 (stereo unspecified)
-1,CC1=C(C#N)C(=O)N(C)C(=O)C1C=NNS(=O)(=O)c1ccccc1 (stereo unspecified)
-11,COc1ccc(N(Cc2cc3cc(OC)ccc3[nH]c2=O)C(=O)c2cccc(Cl)c2)cc1
0,Cn1c(=O)[nH]c(=O)c2c1nc1n(-c3ccccc3)c(-c3ccc(F)cc3)cn21
4,COc1cccc(C(Nc2ccccn2)c2c(NC(=O)c3ccco3)sc(C)c2C)c1 (stereo unspecified)
0,CC(=O)c1cc2c(cc1NC(=O)c1cnn(-c3ccc(C)cc3)c1-n1cccc1)OCO2
11,C#CCSc1nc2ccccc2c2nc(C)nn12
13,O=C(NCC1CCN(Cc2ccc(F)cc2)CC1)c1cc2ccc3cccnc3c2[nH]1
11&-10,O=C(/C=C/c1cn(CC(O)CN2CCCCCC2)c2ccccc12)c1ccccc1 (stereo unspecified)
7,CC(C)(CNS(=O)(=O)c1ccc(Cl)cc1)CNS(=O)(=O)c1ccc(Cl)cc1
2,Cc1ccc(OC(=O)c2ccc([N+](=O)[O-])c(C)c2)c(-n2nc3ccccc3n2)c1
2,CCOc1ccccc1NC(=O)c1ccc(Cl)c(N)c1
-9,O=C(Oc1cncc(Cl)c1)c1ccco1
-4,Cc1ccc(/C=C(\C#N)c2nc3ccccc3c(=O)[nH]2)cc1
-7,CC(C)(C)S(=O)(=O)c1ccccc1-c1noc(-c2ccccc2)c1C(N)=O
3,CN(CCc1ccccn1)C(=O)CCC1CCCN(C(=O)Cn2nc3ccccc3n2)C1 (stereo unspecified)
0,CCOC(=O)c1ccc(NC(=O)CSc2cn(CC(=O)N3CCCC3)c3ccccc23)cc1
12,CC1=CC(C)(C)N(S(=O)(=O)c2ccc(Cl)cc2)c2ccc(C)cc21
-12,Cc1cc(C)n2nc(SCC(=O)Nc3ccc(O)cc3)nc2n1
3,CC(C)OCCNC(=O)c1cc(COc2ccc3ncccc3c2)on1
-12,CCC1CCc2nc3sc(C(=O)NCc4cccc(Cl)c4)c(N)c3cc2C1 (stereo unspecified)
-6,COC(=O)c1ccc(Oc2ncnc3sc(C)c(-c4ccc(F)cc4)c23)cc1
8,CCOc1ccc(S(=O)(=O)N2CCN(CC)CC2)cc1OCC
4,Cc1ccc(N=C2CNC(=O)C2)cc1
4,Cc1noc(C)c1C(=O)Nc1sc2c(c1C(=O)NC1CC1)CCCC2
-6,O=C(Nc1ccc2oc(-c3cccc(I)c3)nc2c1)c1ccccc1F
-2,Cc1nc(C)c(CC(=O)N2CCCC(Nc3ccccc3)C2)s1 (stereo unspecified)
-4,S=C1N=C(c2ccccc2)CC(c2ccccc2Cl)N1 (stereo unspecified)
-7,Cn1c(=O)c2c(nc(SCC(O)COc3cccc4ccccc34)n2C)n(C)c1=O (stereo unspecified)
-8,C=CCn1c(SCc2csc(C)n2)nc2scc(-c3ccc(C)o3)c2c1=O
-2,COc1ccc(CN(C)C(=O)C2CCCN2c2nc(C)c3ccc(S(C)(=O)=O)cc3n2)cc1OC (stereo unspecified)
6,COc1ccc(Nc2nc3c(S(=O)(=O)c4ccc(C)cc4)nnn3c3ccsc23)cc1Cl
-3,CCC(=O)N1CCc2cc(Br)cc(S(=O)(=O)N3CCCC(C(=O)Nc4cccc(C)c4C)C3)c21 (stereo unspecified)
-2,O=C(CN(Cc1ccccc1)S(=O)(=O)c1cc(Cl)ccc1Cl)N/N=C/c1ccccc1[N+](=O)[O-]
53*,CC(C(=O)O)N1C(=O)/C(=C/c2ccc(N(C)C)cc2)SC1=S (stereo unspecified)
0,COc1cc(/C=C2\C(=O)N(c3cccc(F)c3)N=C2C)ccc1O
9,CC(=O)c1cnc(N2CC(C)CC(C)C2)nc1C (stereo unspecified)
-1,COc1ccc(-c2c(-c3ccccc3)c3cc4c5c(oc4cc3oc2=O)CCCC5)cc1OC
1,Cc1ccc(-c2ccc(OC(=O)c3ccc([N+](=O)[O-])c(C)c3)c(C)c2)cc1
-3,O=C1CC(NCc2ccncc2)CN1Cc1ccccc1C(F)(F)F (stereo unspecified)
1,Cc1ccccc1-n1ncc2c1CC(C)(C)CC2NC(=O)Cc1nonc1C (stereo unspecified)
-6,CN(C)CCOC(C1CCCCC1)C1CCCCC1
0,O=C1C(=NCCc2ccccc2)C(Cl)C(=O)N1c1cccc(Cl)c1Cl (stereo unspecified)
7,CC1=NC(=S)NC(c2ccc(F)cc2)C1C(=O)Nc1cccc(C)c1C (stereo unspecified)

Continuation.
ROC1-CUL1 inh,structure
-8,Cc1ccc(OCC(=O)Nc2ccc(S(=O)(=O)Nc3ncccn3)cc2)c(C(C)(C)C)c1
10,NC(=O)c1cccnc1Nc1ccccc1
2,O=C(N/N=C/c1ccc(Cl)cc1)c1ccc(OCc2ccccc2)cc1
5,CCCCCOC(=O)CSc1ncnc2c1sc1nc(N3CCOCC3)c3c(c12)CCCC3
-7,Cc1ccc(NC(=O)N2CCc3cc(S(=O)(=O)N4CCC(C)CC4)ccc32)cc1
0,CN(C(=O)CN1C(=O)CSC1=O)C1CCCN(C2Cc3ccccc3C2)C1 (stereo unspecified)
-12,CC(C)(C)c1cc(N=NC(=O)c2ccccc2Cl)cc(C(C)(C)C)c1O
-1,Cc1ccc(NC(=O)CSc2nnc(CSCc3ccc(Cl)cc3)n2C)cc1
10,COc1ccc(-c2nc(CN(CCO)Cc3cccs3)c(C)o2)c(OC)c1
-5,COC(=O)CCCC(=O)N1CCCC(CCc2ccccc2C)C1 (stereo unspecified)
1,CCOc1ccc(C(=O)Nc2ccc3nc(SCC(=O)N4CCOCC4)sc3c2)cc1
16,COc1cc(/C=N/N2C(=O)CSC2=S)ccc1O
-4,Cc1nc2cc(-c3ccc(Cl)cc3)nn2c(C)c1CCC(=O)N1CCN(c2ccccc2)CC1
-14,COc1ccccc1-c1nnc2n(CCc3ccccc3)c(=O)c3ccccc3n12
-5,COc1ccc(NC(=O)CSc2nc3sc(C)c(C)c3c(=O)n2Cc2ccco2)cc1
10,CC(C)c1n[nH]c2c1CN(C(=O)c1cc(=O)n(C)c(=O)n1C)CC2
-3,COCC1CCCN(C(=O)c2cc(Cn3ccc4ccccc43)[nH]n2)C1 (stereo unspecified)
-2,Cc1ccc2c(=O)cc(C(=O)Nc3c(C)cccc3C)oc2c1
-10,CCOC(=O)c1cccc(NC(=O)C2CCCN(S(=O)(=O)c3ccc4c(c3)oc(=O)n4C)C2)c1 (stereo unspecified)
10,CCOc1cc(/C=C2\C(=O)NN(c3ccccc3)C2=O)ccc1OCc1ccccc1C
12,C=CCN1C(=O)/C(=C\c2cccc(Oc3ccccc3)c2)C(=O)NC1=S
-1,O=C(/C=C\c1ccco1)N1CCN(C/C=C\c2ccccc2)CC1
9,Cc1cc(C)nc(SCC(=O)c2ccc(F)cc2)n1
3,Cc1nc(C#N)c(Br)s1
0,CC(=O)/C(C#N)=N/Nc1ccc(C)cc1
1,Cc1ccccc1Nc1cc(C(=O)NCCc2ccc(Cl)cc2)c2ccccc2n1
3,Cc1ccc(C2C(C)C(NCCCN3CCN(c4ccccc4F)CC3)NS2(=O)=O)cc1 (stereo unspecified)
2,Cc1cc(=O)n2c(n1)NC(N1CCN(C)CC1)=NC2C1CC=CCC1 (stereo unspecified)
3,O=C(CSCc1ccc(Br)cc1)N1CCCC1
28*,Cc1ccc(C)c(OC(=O)c2ccc(=O)oc2)c1
-7,COc1ccc(-c2ccc3c(N)c(C(=O)Nc4cccc(C)c4)sc3n2)cc1
11,CN(C)c1cccc(C(=O)Nc2nc3ccc(S(=O)(=O)NC(C)(C)C)cc3s2)c1
-6,CCN(CC)CC(=O)N1CCn2c3c(c4cc(C5CCCCC5)ccc42)CCCC31 (stereo unspecified)
2,O=C(Nc1cccc(-c2cc3ccccc3oc2=O)c1)c1cc(Br)ccc1Cl
-5,CCC(NC(=O)C1CCCC1)c1ccccc1 (stereo unspecified)
-6,COc1cccc(CN2CCCC3(CCN(C(=O)NCc4ccco4)C3)C2=O)c1 (stereo unspecified)
-1,Cc1c2cnn(CC(=O)NCc3ccc(Cl)cc3)c(=O)c2c(C)n1Cc1ccc(F)cc1
-2,OC1(C(F)(F)F)CC(/C=C/c2cccs2)=NO1 (stereo unspecified)
7,Cc1cc(NC(=O)CSc2nc(-c3ccccc3C)nc3c2c(=O)n(C)c(=O)n3C)no1
3,COc1ccc(CCNC(=O)c2cn(C)c3ccc(S(=O)(=O)N(C)C4CCCCC4)cc3c2=O)cc1OC
-8,c1ccc(-c2ccc(-c3[nH]ncc3CN3CCOCC3)cc2)cc1
5,NCCOc1ccc(-c2ccccc2)cc1
5,Cc1ccc(O)c(NC(=O)c2cc3nc(C)cc(C)n3n2)c1
7,CCOC(=O)c1nc2cc(F)c(Sc3ccccc3)cc2nc1C
-4,COc1cc([N+](=O)[O-])ccc1-n1c(C)cc(C=Nc2ccc(N3CCOCC3)cc2)c1C
-1,CCN(C#N)c1nc(N(C)C)nc(N(C)C)n1
11,Cc1cc(-c2cc(F)cc3c2OC(CNC(=O)C2CCC2)C3)ccc1F (stereo unspecified)
8,CCCCc1ncc(CN2CCc3onc(-c4cccc(F)c4)c3C2)[nH]1
-7,CN(C)CCNC(=O)Cn1c(=O)c2cccn2c2ccc(F)cc21
8,Cc1cccc(-n2c(SCC(=O)Nc3ccc(Br)cc3F)nc3sc4c(c3c2=O)CCCC4)c1
-6,CCn1cc2nc(SCc3cccc(C(F)(F)F)c3)n(Cc3ccc(OC)cc3)c(=O)c2n1
-5,COc1cc(CN(C(=O)c2cc3ccccc3oc2=O)C2CCS(=O)(=O)C2)cc(OC)c1OC (stereo unspecified)
-4,CC1=C(C(=O)N2CCN(c3cc(C)ccc3C)CC2)C2(CCC(C)CC2)OC1=O (stereo unspecified)
-1,Cc1c(CC(=O)NCCN2CCNC2=O)c2c(n1C(C)C)CC(C)(C)CC2=O
-8,COc1ccc(-n2cnc3nc4c(c(-c5ccccc5)c32)CCCC4)cc1
4,COc1ccc(S(=O)(=O)N2CCCCCC2)cc1C(=O)N1CCCCC1
6,Fc1ccccc1-c1cnnc(NCC(c2ccncc2)N2CCOCC2)n1 (stereo unspecified)

Structural class, the compounds so far with a Cl atom
ROC1-CUL1 inh,structure
-11,COc1ccc(N(Cc2cc3cc(OC)ccc3[nH]c2=O)C(=O)c2cccc(Cl)c2)cc1
7,CC(C)(CNS(=O)(=O)c1ccc(Cl)cc1)CNS(=O)(=O)c1ccc(Cl)cc1
2,CCOc1ccccc1NC(=O)c1ccc(Cl)c(N)c1
-9,O=C(Oc1cncc(Cl)c1)c1ccco1
12,CC1=CC(C)(C)N(S(=O)(=O)c2ccc(Cl)cc2)c2ccc(C)cc21
-12,CCC1CCc2nc3sc(C(=O)NCc4cccc(Cl)c4)c(N)c3cc2C1 (stereo unspecified)
-4,S=C1N=C(c2ccccc2)CC(c2ccccc2Cl)N1 (stereo unspecified)
6,COc1ccc(Nc2nc3c(S(=O)(=O)c4ccc(C)cc4)nnn3c3ccsc23)cc1Cl
-2,O=C(CN(Cc1ccccc1)S(=O)(=O)c1cc(Cl)ccc1Cl)N/N=C/c1ccccc1[N+](=O)[O-]
0,O=C1C(=NCCc2ccccc2)C(Cl)C(=O)N1c1cccc(Cl)c1Cl (stereo unspecified)
2,O=C(N/N=C/c1ccc(Cl)cc1)c1ccc(OCc2ccccc2)cc1
-12,CC(C)(C)c1cc(N=NC(=O)c2ccccc2Cl)cc(C(C)(C)C)c1O
-1,Cc1ccc(NC(=O)CSc2nnc(CSCc3ccc(Cl)cc3)n2C)cc1
-4,Cc1nc2cc(-c3ccc(Cl)cc3)nn2c(C)c1CCC(=O)N1CCN(c2ccccc2)CC1
1,Cc1ccccc1Nc1cc(C(=O)NCCc2ccc(Cl)cc2)c2ccccc2n1
2,O=C(Nc1cccc(-c2cc3ccccc3oc2=O)c1)c1cc(Br)ccc1Cl
-1,Cc1c2cnn(CC(=O)NCc3ccc(Cl)cc3)c(=O)c2c(C)n1Cc1ccc(F)cc1

Bioassay records from PubChem BioAssay.
